P. falciparum M17LAP = P. falciparum M17LAP inhibitors, primary screen, biochemical, fluorogenic H-Leu-NHMec substrate, 1536-well (AID 1619). 0.38% of 220,000 active. one-dose inhibition, % at 30 µM; IC50 in µM for titrated hits. Leucine aminopeptidase (Plasmodium falciparum (isolate 3D7)). recombinant M17LAP, H-Leu-NHMec fluorogenic kinetic assay; higher % means a stronger effect;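 active = compound inhibiting the enzyme by more than half at any dose during confirmatory dose-response retesting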;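 note: plate controls were full reaction with DMSO carrier for no effect and no enzyme background for full effect; strong numbers were not always called active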
PMI inhibitors = inhibitors of human PMI, primary screen, biochemical, fluorescence intensity, coupled assay (AID 1209). Mannose-6-phosphate isomerase (Homo sapiens). purified PMI enzyme, coupled fluorescence intensity; higher % means a stronger effect. inhibition, % at 20 µM; hits with a dose series show IC50 in µM. 0.42% of 190,000 active;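 note: plate controls were DMSO vehicle for no effect and wells lacking substrate for full effect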
M1AAP inhibition = P. falciparum M1AAP inhibitors, biochemical, fluorogenic H-Leu-NHMec substrate, 1536-well (AID 1445); Aminopeptidase N (Plasmodium falciparum (isolate 3D7)); recombinant M1AAP, H-Leu-NHMec fluorogenic kinetic assay; higher % means a stronger effect; inhibition, % at 30 µM; hits with a dose series show IC50 in µM; 0.42% of 220,000 active;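 active = primary inhibition above the hit cutoff, then over 50% inhibition at one or more dose response concentrations, cut at about 23% in these data, passing the limit was not always enough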;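 note: plate controls were DMSO full reaction for no effect and no enzyme background for full effect; strong numbers were not always called active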
XIAP displacement = XIAP antagonists, biochemical, IAP family, fluorescence polarization (AID 1018); E3 ubiquitin-protein ligase XIAP (Homo sapiens); XIAP BIR domain, fluorescence polarization peptide displacement; higher % means a stronger effect; displacement, % at 20 µM, or IC50 in µM where a hit was titrated; 0.007% of 200,000 active; in the data active = displacement above about 50%; note: a part of the inactive calls stands beside numbers as strong as those of hits
PMI inhibition = human PMI inhibitors, high substrate, primary screen, biochemical, fluorescence intensity, high mannose 6-phosphate (AID 1220); inhibition, % at 20 µM; hits with a dose series show IC50 in µM; Mannose-6-phosphate isomerase (Homo sapiens); 0.66% of 190,000 active; recombinant PMI enzyme, coupled fluorescence intensity; higher % means a stronger effect
Lipid droplet = inhibitors of hepatocyte lipid droplet formation, primary screen, imaging, high-throughput imaging, BODIPY stain; AML12 mouse hepatocytes, oleate lipid droplets; inhibition, % at 6.5 µM; 0.4% of 240,000 active; AID 1656, 2009;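 active = lipid droplet intensity inhibited by at least 50%, with more than 500 cells counted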
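Assay system: AML12 hepatocytes (mouse) / Also added: 100 µM oleic acid challenge / Times: overnight treatment with compound plus oleate / Detection: high-content imaging of BODIPY-stained droplets and DAPI nuclei / Evaluation: % inhibition of lipid droplet signal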
UTI89 phage lysis = inhibition of K1F phage lysis, E. coli UTI89, bacterial capsule biogenesis inhibitors, alamar blue (AID 488966); E. coli UTI89 K1F phage lysis, alamar blue, 2 h; higher % means a stronger effect; inhibition, % at 100 µM, or IC50 in µM where a hit was titrated; 0.02% of 340,000 active;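 active = phage lysis inhibition, versus mean bacterial control, above a set limit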;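 note: capsule biogenesis inhibitors block K1F phage lysis so surviving cells raise fluorescence; higher fluorescence means more inhibition of phage lysis; actives were called in the ten point dose series up to 300 µM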
TNAP activators = human TNAP enzyme activators, primary screen, biochemical, luminescent, no phosphate acceptor, uHTS (AID 1001) | activation fold at 20 µM, or EC50 in µM where a hit was titrated | purified TNAP, luminescent activation assay, no phosphate acceptor; higher activation fold means a stronger effect | 0.03% of 200,000 active; in the data active = activation fold from about 3, or a potency from the dose series; inactive = the rest, 99 in 100 with activation fold below about 1.6; note: many of its hits are not listed in these tables
Siah-1 displacement = Siah-1 peptide-binding antagonists, primary screen, biochemical, fluorescence polarization, rhodamine-plectin, uHTS (AID 1817) | 0.02% of 290,000 active | Siah-1 / rhodamine-plectin peptide fluorescence polarization; higher % means a stronger effect | E3 ubiquitin-protein ligase SIAH1 (Homo sapiens) | displacement, % at 20 µM; hits with a dose series show IC50 in µM;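 active = displacement of at least 50% at 20 µM, with a fluorescence ratio check between 0.3 and a set limit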;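 note: plate controls were Siah plus tracer with DMSO for no effect and tracer alone without Siah for full effect; strong numbers were not always called active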
Lipid droplet cells 6.5 µM = recorded beside Lipid droplet, whose call it bears; cell count; measured here: cell count, cytotoxicity flag;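 cells counted across two imaged fields per well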
Numbers without * were called inactive; i = inactive; . = no result given; [ ] = another dose, or the depositor's remark. Cut-off read from the data, not from the text of the source, unless noted: active = inhibition above about 50%; inactive = the rest.

SMILES	P. falciparum M17LAP	PMI inhibitors	M1AAP inhibition	XIAP displacement	PMI inhibition	Lipid droplet	Lipid droplet cells 6.5 µM	UTI89 phage lysis	TNAP activators	Siah-1 displacement
CCSc1nnc(-c2ccc(Cl)cc2Cl)o1	18.4%	7.3%	-3.1%	-5.2%	6.8%	.	.	7.5%	1.1	-2.5%
CN1CCN(S(=O)(=O)c2ccc(C(=O)Nc3ccccc3)cc2)CC1	-0.1%	5.8%	11.8%	-4.3%	-3.1%	-9.5	782	13.8%	1.1	-1.4%
O=C(O)c1ccc(CSc2nnc(-c3ccncc3)n2CC2CCCO2)cc1 (stereo not given)	14.3%	12.5%	-0.4%	-4.0%	8.3%	-2.7	731	0.5%	1.1	0.2%
COc1cc(C(=O)NCc2nnc(SCC(=O)N3CCC(C)CC3)o2)cc(OC)c1OC	2.5%	-0.7%	2.0%	-6.6%	-2.1%	-3.2	755	2.5%	1.1	-0.9%
COc1ccc(NC(=S)N2CCCC2)c(OC)c1	-0.8%	4.5%	1.7%	-1.2%	12.9%	-1.3	671	0.0%	1.1	-2.8%
CC(=O)c1ccc(N2CCN(C(=O)c3n[nH]c4ccccc34)CC2)cc1	22.6%	-2.3%	4.1%	-13.1%	3.8%	3.5	682	0.1%	1	-6.4%
Cc1ccc(Oc2nc3ccccc3n3c(C)nnc23)cc1	-15.9%	-9.2%	-2.3%	-1.5%	-10.2%	.	.	1.1%	1.1	-6.3%
Cc1noc(C)c1C(=O)OCC(=O)C12CC3CC(CC(C3)C1)C2	23.9%	100.4%*	0.9%	-1.9%	-9.3%	-45.9	517	0.7%	1.1	1.6%
c1ccc(CCN2CN=C(Nc3nc4ccccc4s3)NC2)cc1	9.0%	.	-2.1%	.	.	-14.7	650	-0.1%	.	14.2%
CC1CCC2C(=O)N(c3ccc(C(=O)NCc4ccccc4)cc3)C(=O)C2C1 (stereo not given)	-7.4%	-0.6%	-0.3%	-5.4%	7.8%	6.2	580	3.1%	1.1	4.3%
O=C(O)CCCC(=O)Nc1ccc(N=Nc2ccccc2)cc1	26.9%	-1.1%	18.6%	-9.6%	8.1%	-18.6	734	0.3%	1	7.1%
Cc1ccc(C)c(OCC(=O)NCC(C)C)c1C	17.9%	-4.4%	2.3%	2.2%	5.5%	5.3	605	7.5%	1.1	-0.3%
O=C(CSC1=NCCS1)Nc1ccccc1F	1.9%	16.6%	4.9%	-3.0%	13.1%	.	.	0.8%	1	2.5%
O=C(COC(=O)C1CCCN1C(=O)c1cccs1)Nc1ccc2c(c1)OCO2 (stereo not given)	3.3%	13.9%	13.0%	-25.9%	16.1%	.	.	0.4%	1.1	1.6%
CC(=O)c1ccccc1NC(=O)Cn1c(=O)cnc2ccccc21	-1.2%	2.6%	9.5%	-2.6%	-0.9%	-6.5	565	0.3%	1.1	6.3%
CC(C)NC(=O)CSc1nnc(-c2ccc3ncccc3c2)n1C	10.7%	.	-0.1%	.	.	5.4	675	0.5%	.	16.4%
N#Cc1cn(CC(=O)NCCc2c[nH]c3ccccc23)c2ccccc12	3.9%	11.0%	8.5%	-4.6%	5.0%	-3.6	778	3.8%	1	2.7%
Cc1ccc(NC(=O)COC(=O)COc2ccc(Cl)cc2)c([N+](=O)[O-])c1	7.8%	1.9%	8.4%	-1.8%	6.8%	14.4	638	2.3%	1	1.4%
O=C(CNC(=O)c1cccs1)NCC(=O)OCc1ccc(Cl)cc1	4.1%	4.8%	4.0%	-3.6%	1.4%	.	.	2.0%	1.1	1.6%
Cc1ccc(C)c2c1c1ccccc1n2C	-15.7%	.	11.1%	.	.	-2.1	655	0.0%	.	10.9%
COc1ccc(NC(=O)c2cn(CCC#N)nc2-c2cccs2)cc1	-3.5%	11.6%	3.0%	-1.6%	1.8%	3.9	631	-0.3%	1	-7.3%
CCOc1ccc(-c2nnc(N)o2)cc1	-10.4%	2.8%	-5.8%	-3.4%	2.1%	.	.	-1.0%	1.1	-0.2%
Cc1nn(C)c(Oc2cccc(C(F)(F)F)c2)c1C#N	-6.1%	3.5%	2.0%	-8.2%	1.6%	0.3	700	2.6%	1.1	12.5%
CC(NC(=O)COC(=O)c1ccc2c(c1)S(=O)(=O)N=C1CCCCCN12)C12CC3CC(CC(C3)C1)C2 (stereo not given)	1.4%	0.6%	3.6%	-7.8%	-8.8%	-5.5	472	3.8%	1.1	-5.2%
CCN(CC)S(=O)(=O)c1ccc(S(=O)(=O)N(CC(=O)Nc2ccccc2)Cc2ccco2)cc1	11.3%	-3.8%	-5.9%	1.1%	-2.2%	61.6*	738*	3.4%	1.1	16.7%
CCC(CC)NC(=O)CCCSc1nc2ccccc2[nH]1	-1.7%	5.9%	-5.8%	-3.5%	9.1%	1.7	651	-0.4%	1.1	2.3%
Clc1ccc(CN2C3=NCCCN3c3ccccc32)cc1Cl	-5.2%	7.2%	-2.6%	-7.3%	5.9%	-12.2	660	0.6%	1	4.5%
O=C(CSc1nncn1-c1ccccc1)c1c[nH]c2ccccc12	-5.0%	-4.0%	2.6%	-3.9%	-5.2%	21.4	752	-0.6%	1.1	10.6%
COc1ccccc1N=NC1=C(O)CC(C)(C)CC1=O	36.3%	-5.3%	9.9%	-0.7%	-3.6%	2.3	781	-0.1%	0.8	6.0%
Cc1cc(C)nc(Nc2n[nH]c(-c3ccc(N)cc3)n2)n1	4.2%	13.3%	1.2%	-3.8%	6.0%	1.9	778	-0.3%	2.2	0.0%
O=c1[nH][nH]c(-c2ccccc2O)c1C(C[N+](=O)[O-])c1ccccc1 (stereo not given)	5.4%	18.3%	4.5%	-5.1%	5.2%	17.1	619	i	0.7	-1.3%
Cc1ccc(-c2nnc(SCC(=O)N/N=C/c3ccc(C)s3)n2-c2ccc(C)cc2)cc1	9.6%	7.6%	2.8%	-2.8%	-5.1%	4.3	716	4.2%	1	15.0%
COc1cc(CC(C#N)(CO)c2nc3ccccc3[nH]2)ccc1OC(F)F (stereo not given)	8.5%	12.6%	6.0%	-3.8%	16.3%	12.0	608	0.2%	1.1	-1.5%
COC(=O)CSc1nc2c(c(=O)[nH]c(=O)n2C)n1CCC(C)C	9.2%	-1.9%	0.6%	-1.1%	-1.2%	1.8	690	-0.4%	1.1	8.4%
CCC(C(=O)NCCN1CCN(C)CC1)n1c(C)c2cnn(-c3ccccc3)c(=O)c2c1C (stereo not given)	1.1%	11.6%	-0.9%	-8.8%	10.3%	2.2	680	-0.6%	1.1	-2.0%
Nc1nnc(CCC2CCCCC2)s1	0.0%	17.0%	5.4%	-6.8%	10.3%	2.5	691	-0.1%	1.1	6.8%
COc1cccc(N(CC(=O)NC2CCCC2)C(=O)Cn2nnc(-c3ccc(C)cc3)n2)c1	6.8%	16.8%	8.4%	-1.8%	8.3%	-25.2	763	8.5%	1.1	2.7%
O=C1CCCCCN1CP(=O)(O)CN1CCCCCC1=O	-2.8%	.	0.8%	.	.	1.1	686	0.4%	.	0.9%
COc1ccc(-n2c(Cc3cccn3C)nnc2SCC(=O)Nc2cccc(C)c2C)cc1	21.1%	19.8%	5.7%	-4.7%	19.3%	-13.9	659	3.8%	1.1	-1.1%
Fc1ccc(CN2C3=NCCN3c3ccccc32)cc1	16.0%	.	5.5%	.	.	-4.8	724	0.6%	.	3.7%
Cc1cccc(NC(=O)COc2ccc(Br)cc2/C=N/O)c1	7.8%	-12.4%	-4.5%	-4.5%	-14.6%	-9.7	615	3.0%	1	-2.2%
O=C(COC(=O)c1cc([N+](=O)[O-])ccc1NCc1ccccc1Cl)NCC(F)(F)F	1.9%	-8.3%	16.0%	-1.7%	-9.3%	-20.0	727	0.5%[50 µM]	1.3	-3.5%
O=C(O)c1ccccc1/C=N/Nc1nc(N2CCCCC2)nc(N2CCCCC2)n1	0.2%	2.1%	4.9%	-5.5%	-0.2%	1.7	680	.	1.1	8.9%
CN(C)S(=O)(=O)c1ccc(C(=O)Oc2cc(=O)[nH]c3ccccc23)cc1	7.2%	3.6%	5.5%	0.9%	9.5%	.	.	-1.2%	1.1	0.0%
N#Cc1c2ccccc2nc2ccccc12	5.8%	.	-1.2%	.	.	0.7	698	0.7%	.	1.7%

Three entries already listed, ordered by their value in TNAP activators, descending:
| structure | P. falciparum M17LAP | PMI inhibitors | M1AAP inhibition | XIAP displacement | PMI inhibition | TNAP activators | Siah-1 displacement |
| --- | --- | --- | --- | --- | --- | --- | --- |
| CCC(C(=O)NCCN1CCN(C)CC1)n1c(C)c2cnn(-c3ccccc3)c(=O)c2c1C (stereo not given) | 1.1% | 11.6% | -0.9% | -8.8% | 10.3% | 1.1 | -2.0% |
| O=C(O)CCCC(=O)Nc1ccc(N=Nc2ccccc2)cc1 | 26.9% | -1.1% | 18.6% | -9.6% | 8.1% | 1 | 7.1% |
| O=c1[nH][nH]c(-c2ccccc2O)c1C(C[N+](=O)[O-])c1ccccc1 (stereo not given) | 5.4% | 18.3% | 4.5% | -5.1% | 5.2% | 0.7 | -1.3% |

Additional records follow.
SMILES	P. falciparum M17LAP	PMI inhibitors	M1AAP inhibition	XIAP displacement	PMI inhibition	Lipid droplet	Lipid droplet cells 6.5 µM	UTI89 phage lysis	TNAP activators	Siah-1 displacement
Cc1cc(C)n2cc(CSc3nncn3C)nc2n1	16.5%	-10.2%	3.5%	-2.2%	18.1%	4.1	693	-2.7%	1.2	2.6%
CCc1c(O)nc(SCc2ccccc2)n(C(C)CC)c1=O (stereo not given)	36.5%	7.1%	19.7%	-5.8%	5.6%	21.8	755	9.4%	1	-2.0%
COc1ccc(C(=O)Nc2ccc(S(=O)(=O)NCc3ccco3)cc2)cc1OC	3.2%	-5.3%	-1.0%	-6.4%	-1.9%	.	.	-0.1%	1	0.7%
CCC(Sc1nc(C)cc(=O)[nH]1)C(=O)Nc1sc2c(c1C#N)CCCC2 (stereo not given)	15.1%	8.0%	-1.8%	-3.1%	11.9%	.	.	-2.1%	1.1	-1.2%
O=C(CSc1nnc(Cc2ccccc2)n1-c1ccc(Cl)cc1)N1CCOCC1	5.7%	0.7%	-0.7%	-3.9%	-1.5%	-3.4	642	0.4%[50 µM]	1.1	2.3%

Assay outcomes from PubChem.
